# Mcl-1 Bim block = human Bim-Mcl-1 interaction inhibition; inhibition, % at 10 µM; AID 1009; Q07820; 0.1% of 190,000 active; Bead-based flow cytometry, Bim peptide-Mcl-1 binding; in the data active = inhibition above about 40%;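 also: 0% = no compound tracer wells and 100% = peptide blocker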
# Target sequence (Q07820 whole entry, looked up): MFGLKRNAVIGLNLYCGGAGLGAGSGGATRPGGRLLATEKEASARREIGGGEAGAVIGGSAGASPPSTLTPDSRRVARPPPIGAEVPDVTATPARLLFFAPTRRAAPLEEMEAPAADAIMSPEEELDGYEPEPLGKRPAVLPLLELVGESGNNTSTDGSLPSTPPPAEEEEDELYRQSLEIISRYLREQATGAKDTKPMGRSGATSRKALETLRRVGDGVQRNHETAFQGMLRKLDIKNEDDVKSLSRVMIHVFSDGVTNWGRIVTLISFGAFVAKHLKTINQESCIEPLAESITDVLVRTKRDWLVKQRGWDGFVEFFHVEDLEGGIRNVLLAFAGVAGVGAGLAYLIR
# Pf gamet viab = inhibitors of late stage P. falciparum gametocyte viability. P. falciparum stage V gametocytes, ATP luminescence, 24 h. inhibition, % at 10.9 µM. 0.065% of 150,000 active;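 active = inhibition above the mean plus 3 SD of compounds within the control limits, set per campaign, cut at about 38% in these data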;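 also: 0% = DMSO wells and 100% = medium only without gametocytes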
# Rab7 wt modul = alters GTP binding to wildtype dog Rab7 | GTP binding activity (percent of control), % at 10 µM | GST-Rab7 beads, fluorescent GTP binding, flow cytometry; actives lie on both sides; untreated = 100%, excess cold GTP = 0% | AID 758 | 0.055% of 190,000 active;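 active = fluorescent GTP binding to Rab7 beads changed by at least 20 points from the 100% baseline, either direction, mostly lower; inconclusive = compound itself probably fluorescent, or too few beads counted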;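 also: median green fluorescence of bound Bodipy-FL-GTP per Rab7 bead population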
# Rab2A wt mod = changes GTP binding to wildtype dog Rab2A, up or down; P61105; GST-Rab2 wt beads, Bodipy-GTP binding, flow cytometry; GTP binding activity, % at 10 µM; 0.19% of 190,000 active; AID 760;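 active = GTP binding activity at least 20 points away from 100%, either lowered or raised; inconclusive = signal likely due to the compound's own green fluorescence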;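 also: 0% = beads with excess unlabeled GTP and 100% = no-compound control corrected for plate trend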
# Rac1 mut GTP = human Rac1 activated mutant GTP binding change; P63000; GST-Rac1 activated beads, fluorescent GTP binding, flow cytometry; actives lie on both sides; 100% means binding = to untreated wells; percent activity (GTP binding), % at 10 µM; 0.11% of 190,000 active; AID 764;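 active = GTP binding at least 20 percentage points away from the 100% baseline, in either direction, so actives lie on both sides; inconclusive = Compound likely fluorescent itself, or too few beads counted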
# Mcl1 Bid PPI = Mcl-1/Bid interaction inhibition; Q07820; TR-FRET Mcl-1/Bid-Dy647 peptide binding, 1536-well; inhibition, % at 21.7 µM; 0.97% of 220,000 active;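 active = compounds that cut the binding signal by more than half at the single screening dose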;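 also: His-tagged Mcl-1 with europium anti-His antibody binding Bid BH3 peptide; 0% = Mcl-1 plus peptide wells and 100% = peptide-only wells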
# Cdc42 wt GTP = human Cdc42 wildtype GTP binding change, either direction; P60953; percent activity (GTP binding), % at 10 µM; GST-Cdc42 beads, Bodipy-GTP binding, flow cytometry; actives lie on both sides; 0.2% of 190,000 active; AID 761;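 active = percent activity GTP binding at least 20 points away from the 100% baseline, either down as inhibitor or up as activator; inconclusive = compound flagged as likely green fluorescent from well-wide comparison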;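 also: median bead fluorescence of bound Bodipy-FL-GTP at 100 nM; 0% = excess unlabeled GTP control and 100% = no compound control; below 100% means less GTP binding so inhibitor and above means activator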
# Target sequence (P60953 whole entry, looked up): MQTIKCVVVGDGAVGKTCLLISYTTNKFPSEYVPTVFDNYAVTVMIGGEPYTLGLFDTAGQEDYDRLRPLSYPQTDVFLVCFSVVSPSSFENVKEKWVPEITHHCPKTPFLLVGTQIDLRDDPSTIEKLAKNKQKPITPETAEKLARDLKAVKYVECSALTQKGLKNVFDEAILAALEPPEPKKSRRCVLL
# Mcl1 Noxa PPI = Mcl-1/Noxa interaction inhibition | Q07820 | TR-FRET Mcl-1/Noxa peptide binding, 2 h | 1.5% of 220,000 active | inhibition, % at 21.7 µM;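 active = compounds that cut the protein-peptide binding signal by more than 50% relative to plate controls in a single-dose test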;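 also: His-tagged Mcl-1 with rhodamine Noxa BH3 peptide and terbium anti-His antibody; 0% = Mcl-1 plus Noxa peptide wells and 100% = peptide-only wells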
# Avidin bead fluor = compound fluoresces at 488/530 nm on avidin beads | compound fluorescence 488/530 nm, flow cytometry; hits give high values | fluorescence (KMESF) at 10 µM | 0.38% of 220,000 active; in the data active = fluorescence above about 47; also: inactives centre near 10
# Rac1 wt GTP bind = alters GTP binding to wildtype human Rac1; P63000; GST-Rac1 beads, fluorescent GTP binding, flow cytometry; actives lie on both sides; 0 = cold GTP competed, 100 = untreated; GTP binding activity (% of control), % at 10 µM; 0.27% of 190,000 active; AID 757;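 active = GTP binding activity at least 20 points away from the 100% control level, either lower or higher; inconclusive = compound flagged as likely green fluorescent, judged across all proteins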
# HRas wt GTP = modulators of GTP binding to human HRas wildtype; GST-Ras wt beads, Bodipy-FL-GTP binding, flow cytometry; actives lie on both sides; GTP binding activity, % at 10 µM; 0.14% of 190,000 active;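 active = GTP binding activity at least 20% away from the 100% baseline, either lowered as inhibitor or raised as activator; inconclusive = flagged as likely green fluorescent, judged across all proteins in the well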;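 also: 0% = unlabeled GTP competition control and 100% = no-compound control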
# Target sequence (P01112 whole entry, looked up): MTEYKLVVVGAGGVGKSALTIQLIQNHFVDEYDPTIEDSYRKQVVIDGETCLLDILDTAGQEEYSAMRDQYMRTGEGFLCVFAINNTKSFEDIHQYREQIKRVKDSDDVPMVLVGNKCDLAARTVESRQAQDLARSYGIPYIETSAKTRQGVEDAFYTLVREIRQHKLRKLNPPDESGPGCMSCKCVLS
# Starred values were filed as active, the others as inactive; ? = inconclusive; . = no result given. An unsorted share of the library; about 2.7% have a hit in one of these screens.
smiles,Avidin bead fluor,Pf gamet viab,Cdc42 wt GTP,Mcl1 Noxa PPI,Rac1 wt GTP bind,Rab7 wt modul,Mcl-1 Bim block,Rac1 mut GTP,HRas wt GTP,Mcl1 Bid PPI,Rab2A wt mod
CN(C)CC/C=C1\c2cc(F)ccc2CSc2ccccc21,12,.,103,5,106,93,-2,101,99,-40,98
Cc1cccc(NC2=C(NCCO)C(=O)c3ccccc3C2=O)c1,11,19,104,18,105,102,-2,99,101,-16,100
COc1ccc(OC)c(N(CC(=O)N2CCCC2)S(=O)(=O)c2ccc(OC)c(OC)c2)c1,10,.,95,0,96,99,-5,91,96,-8,96
COc1ccc(OC)c(C2NC(=O)c3sc(=S)n(-c4ccccc4)c3N2)c1 (centres undefined),15,5,108,41,104,107,-2,101,110,-81,109
O=C(CSc1ccc(-c2ccccc2)nn1)N1CCCc2ccccc21,15,1,104,-2,103,100,-3,100,101,-50,100
N#Cc1cccc(C(c2nnnn2Cc2ccccc2)N2CCCC2)c1 (centres undefined),7,-8,100,10,101,102,0,100,99,16,100
COc1ccc(Cc2nnc(NC(=O)c3ccc(OC)c(OC)c3)s2)cc1OC,12,.,100,20,105,98,-3,99,99,-9,96
COc1ccccc1-c1ccc(SCC(=O)NCc2ccc3c(c2)OCO3)nn1,9,-26,?,15,?,?,-1,?,?,-4,?
COc1cccc(NC(=S)N(CCN(C)C)Cc2cccs2)c1,10,-10,97,9,100,94,0,97,97,-30,95
CCCCN1C(=O)CCC(C(=O)O)C1c1ccc(OC)cc1 (centres undefined),4,.,97,3,101,94,-4,98,100,0,100
Cc1nn(C)c(C)c1/C=N/NC(=O)CCn1cc([N+](=O)[O-])cn1,2,7,100,9,98,98,0,100,97,17,98
O=C(CCCCCn1c(=S)[nH]c2ccc(Br)cc2c1=O)NCC1CCCO1 (centres undefined),13,-18,101,-5,106,99,-3,98,99,-9,98
CCC(C)C(NC(=O)/C(=C\c1ccccc1)NC(=O)c1ccc(OC)cc1)C(=O)O (centres undefined),9,.,95,2,98,102,-1,94,97,-7,99
O=C1[C@@H]2[C@@H]3C[C@@H]([C@H]4ON=C(c5ccc(Cl)cc5)[C@@H]34)[C@@H]2C(=O)N1c1ccc2c(c1)OCO2,17,.,99,12,99,100,-4,96,96,-12,96
CCOC(=O)C1CCCN(c2c(N3CCOCC3)c(=O)c2=O)C1 (centres undefined),7,.,103,7,104,105,0,99,102,-5,101
O=C(CN1CCN(Cc2ccccc2Cl)C1=O)N1CCCCCC1,9,10,93,14,91,95,-3,92,94,-9,93
CCc1nn2c(N3CCOCC3)cc(C)nc2c1-c1ccc(F)cc1,17,.,99,12,98,94,-1,98,98,-15,97
COCCNC(=O)C(OC(=O)C1=Cc2ccccc2OC1)C(C)C (centres undefined),10,15,95,-12,93,104,-1,95,98,-38,99
O=C(Nc1ccc2c(c1)OCCO2)c1ccncc1,34,.,103,-7,102,98,-2,99,102,-6,100
Cc1c(Cl)cccc1N(Cc1ccc(C(=O)O)cc1)S(=O)(=O)c1ccccc1,9,.,92,26,92,93,9,93,93,-6,94
COc1ccc(CCN2C(=O)CC(Sc3ncccc3C(=O)O)C2=O)cc1OC (centres undefined),16,-8,102,22,102,98,0,101,100,-19,99
O=C1c2ccccc2C(=O)N1CC1c2ccccc2CCN1S(=O)(=O)c1cnc[nH]1 (centres undefined),30,0,106,9,105,97,-2,101,101,-9,101
CC1(C)CC(NC(=O)C23CCC(C)(C(=O)C2=O)C3(C)C)CC(C)(C)N1 (centres undefined),6,9,100,2,103,106,-2,96,99,-25,99
CCN(CC)c1ccc(C(=O)c2ccccc2C(=O)O)c(O)c1,7,9,99,15,104,100,8,98,100,8,101
CN(NS(C)(=O)=O)c1c(C#N)c(C(F)(F)F)nn1C,27,22,94,-6,100,108,0,97,101,-13,99
CCCn1c(SCC(=O)NC2CCCCC2C)n[nH]c1=O (centres undefined),9,.,96,-8,94,94,0,93,95,-18,95
Cc1ccc(-n2nc(C)c(NS(=O)(=O)c3ccccc3)c2C)cc1C,8,.,104,10,103,96,3,101,100,-12,99
COc1cccc2cc(C(=O)c3ccc([N+](=O)[O-])cc3)oc12,8,-1,92,1,94,95,1,94,93,-9,93
CCCCN=C(C)c1c(O)c2ccccc2oc1=O,5,7,101,-7,100,98,1,98,97,-3,98
CCN1CCN(C(=O)c2ccccc2N(Cc2ccccc2)S(=O)(=O)c2ccc(C)cc2)CC1,11,-8,102,-7,105,102,-1,100,103,-11,102
NS(=O)(=O)c1ccc(NC(=O)COC(=O)COc2ccc3ccccc3c2)cc1,11,.,100,34,98,104,-1,96,97,-18,99
CCn1nnnc1SCC(=O)Nc1sc(C)c(C)c1C#N,12,.,102,14,104,97,1,104,100,-56,100
CC(=O)c1ccc(NC(=O)CC(NCCC2=CCCCC2)C(=O)O)cc1 (centres undefined),3,-1,101,15,107,101,-3,102,99,-2,100
N#C/C(=C\Nc1ccc2cn[nH]c2c1)c1nc(-c2ccc(Cl)cc2)cs1,13,.,95,53*,98,96,1,97,97,58*,96
C=CCSc1ncccc1C(=O)O,6,-18,98,19,97,99,0,97,98,-1,99
NS(=O)(=O)c1ccc2nc(NC(=O)c3ccc(Br)o3)sc2c1,11,.,96,25,101,92,-2,93,97,-18,95
CCOC(=O)c1cnn(CCOC(=O)c2cccs2)c1NC(=O)c1cccs1,27,.,103,7,104,100,-4,99,100,-4,99
COc1ccc(C)cc1S(=O)(=O)n1nc(C)cc1C,10,4,98,-9,99,97,0,98,96,-8,97
O=C(COC(=O)c1oc2ccccc2c1CSc1ccc(Cl)cc1)NC1CCCC1,7,3,104,10,108,102,-1,99,102,-5,101
COc1ccc2nc(C)cc(SCC(=O)N/N=C/c3c(OC)ccc4ccccc34)c2c1,12,9,97,3,99,100,-12,97,99,64*,98
Cn1c(=O)[nH]c(=O)c2c1nc(N1CCN(CCO)CC1)n2CCSc1nc2ccccc2s1,6,.,100,37,100,103,0,99,100,-22,101
Nc1cc(=O)nc(SCC(=O)NCc2ccccc2)n1CCc1ccccc1,12,.,100,7,105,95,-2,102,99,-21,98
COC(=O)c1ccc(NC(=O)C2CCCN(S(C)(=O)=O)C2)cc1 (centres undefined),12,16,96,9,97,93,-3,97,96,-12,96
CC(=O)Nc1cccc2c1C(=O)NC2=O,33,.,103,-4,104,102,-2,100,105,9,101
CCOC(=O)N1CCC(N2CC34C=CC(O3)C(C(=O)O)C4C2=O)CC1 (centres undefined),6,.,100,-10,101,93,3,97,95,-25,98
CCOC(=O)C(NC(=O)NCc1ccccc1OC)(OCC)C(F)(F)F (centres undefined),7,-15,96,-6,104,102,-3,102,99,-11,97
CC(=O)Nc1cccc(C(=O)OCC(=O)c2ccccc2Cl)c1,19,6,98,10,100,110,-2,98,102,-19,103
O=c1[nH]c2cc3c(cc2cc1CN(CC1CCCO1)S(=O)(=O)c1ccc(Cl)cc1)OCCO3 (centres undefined),3,11,102,-8,102,100,3,100,99,22,101
CC(C)(C)c1ccc(-c2noc(CCC(=O)N3CCOCC3)n2)cc1,9,-14,101,15,101,104,1,94,99,-24,103
Cn1c(=O)c2c(ncn2CC(COCc2ccc(Cl)cc2)OCc2ccc(Cl)cc2)n(C)c1=O (centres undefined),9,.,102,0,103,99,-3,101,101,3,101

# Remaining list, next part
smiles,Avidin bead fluor,Pf gamet viab,Cdc42 wt GTP,Mcl1 Noxa PPI,Rac1 wt GTP bind,Rab7 wt modul,Mcl-1 Bim block,Rac1 mut GTP,HRas wt GTP,Mcl1 Bid PPI,Rab2A wt mod
Cc1ccccc1Nc1c(-c2cccnc2)nc2cccc(C)n12,9,-19,97,3,101,100,-3,97,99,-38,97
Cc1ccc(C)c(Nc2nc(N)c3ccccc3n2)c1,13,15,96,14,99,98,-1,95,96,-9,95
Cc1ccccc1N/C(SCc1ccc(Cl)cc1)=C(/C#N)C(=O)NCc1ccco1,115*,-19,101,4,103,102,-4,98,100,-8,97
CCC(C)NC(=O)CCC(=O)Nc1ccc2nc(N3CC(C)CC(C)C3)cc(C)c2c1 (centres undefined),5,-15,99,24,100,97,0,95,98,2,98
O=C(CCCC(=O)N(CC(=O)NC1CCCC1)Cc1ccccc1Cl)Nc1ccccn1,38,.,100,26,97,93,-7,96,97,6,97
O=C1NC(=O)/C(=C/C(=O)N2CCOCC2)S1,11,-3,98,4,99,98,2,97,98,-7,95
COc1cc2c(cc1OC)CN(CC(=O)Nc1ccc(S(=O)(=O)N(C)C)cc1)CC2,13,-16,94,4,97,93,1,96,94,-16,96
COc1ccc(/C(N)=C/C(=O)C(C)(C)C)cc1,8,.,101,-16,100,98,0,98,99,-50,97
CCOC(=O)CN1C(=O)C(O)(c2c(C)[nH]c3ccccc23)c2ccccc21 (centres undefined),25,.,103,7,104,97,-7,104,103,-8,105
O=C(CNC(=S)N(CCCN1CCOCC1)Cc1cccs1)NCCCN1CCOCC1,11,.,102,14,105,100,0,103,102,-32,101
COc1ccccc1/C=N/NC(=O)c1ccc(-c2ccccc2)cc1,17,9,95,16,101,97,-3,100,100,-1,97
CC1(C)CC(=O)c2cc(C(=O)O)c(=O)n(-c3ccccc3)c2C1,8,.,102,10,99,95,0,99,98,-21,96
Cc1ccc(C(=O)N/N=C\C=C\c2ccccc2[N+](=O)[O-])cn1,5,9,95,29,94,92,4,98,94,-2,97
CC(NC(=O)C(=O)NN=C1CCC(C(C)(C)C)CC1)c1ccccc1 (centres undefined),13,31,101,8,102,100,1,101,102,-5,100
Cc1cc(C)c2nc(N3CCCC(C(=O)NCCCN4CCOCC4)C3)sc2c1 (centres undefined),36,.,100,10,102,98,-6,98,99,-22,98
CCC(=O)NC(c1cccs1)c1cc(Cl)c2cccnc2c1O (centres undefined),27,.,100,-19,100,96,0,94,95,-35,98
CC1CN(Cc2csc(-c3ccc(Cl)cc3)n2)CC(C)O1 (centres undefined),22,20,92,27,95,101,-1,99,99,27,99
C=CCSc1n[nH]c(-c2ccccc2)n1,5,5,103,17,107,102,-3,99,103,-45,103
Cc1cccc(-c2noc(CN(C(=O)/C=C/c3ccccc3Cl)C(C)C)n2)c1,2,-12,95,-6,97,95,-1,95,97,-8,96

# Compound activity: PubChem BioAssay, several laboratories
